Compound activity: PubChem, several laboratories
CF NFkB block: cystic fibrosis NF-kB activation inhibition. KKLEB NF-kB-GFP reporter, PAF-induced, GFP fluorescence overnight. inhibition, % at 5 µM. 360,000 compounds, 0.86% hits. AID 588850;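 active = at least 50% inhibition at 5 µM, scaled per plate between neutral and stimulator controls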;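 also: PAF is a Pseudomonas aeruginosa culture filtrate used as stimulus; plate controls were PAF-stimulated DMSO wells for no effect and unstimulated DMSO wells for full effect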
Peg3 prom inh: Peg3 promoter activity inhibition; HeLa PEG-Prom luciferase reporter, luminescence, overnight; AID 588405; 360,000 compounds, 1.7% hits; inhibition, % at 20 µM;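 active = inhibition of at least 50% at 20 µM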
HIF-2a inh: blocks HIF-2a reporter activity; 786-0 RCC cells HIF-2a reporter, luciferase luminescence, overnight; inhibition, % at 18.8 µM; 360,000 compounds, 0.72% hits;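 active = inhibition of the luminescence signal of 40% or more relative to plate controls, in a single-dose primary screen at 18.75 µM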
C8 TRAIL sens: sensitizes caspase-8 expressing cells to TRAIL; NB7+C8 cells + TRAIL, ATPlite viability luminescence; inhibition (viability loss, TRAIL sensitization), % at 10 µM; 360,000 compounds, 1% hits; AID 624354;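 active = compounds causing at least 50% loss of cell viability in the single-dose screen, relative to plate controls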
NR2E3 ag-1: agonists of human NR2E3 nuclear receptor. Q9Y5X4. CHO-S Gal4-NCOR/VP16-NR2E3 two-hybrid, luciferase. inhibition of corepressor binding, % at 3.98 µM. 360,000 compounds, 0.35% hits. AID 602229;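 active = inhibition above the mean of all tested compounds plus 3 SD, cut at about 70% in these data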;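 also: 0% = DMSO with NR2E3 transfected cells and 100% = cells lacking NR2E3 construct; higher means lower luciferase signal from less NR2E3 corepressor binding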
Target sequence (Q9Y5X4 whole entry, looked up, the tested form may be a part): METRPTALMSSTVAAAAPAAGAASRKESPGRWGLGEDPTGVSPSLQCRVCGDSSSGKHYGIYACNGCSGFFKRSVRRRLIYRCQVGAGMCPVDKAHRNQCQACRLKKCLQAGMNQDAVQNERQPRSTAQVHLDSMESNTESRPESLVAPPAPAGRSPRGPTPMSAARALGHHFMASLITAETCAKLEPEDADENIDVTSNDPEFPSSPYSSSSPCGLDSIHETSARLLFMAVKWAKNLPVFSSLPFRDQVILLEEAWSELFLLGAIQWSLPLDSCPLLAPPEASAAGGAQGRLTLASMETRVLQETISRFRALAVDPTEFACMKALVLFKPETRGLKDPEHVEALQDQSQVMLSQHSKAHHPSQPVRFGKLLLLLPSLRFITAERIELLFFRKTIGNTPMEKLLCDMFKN
TROY signal inh: blocks TROY-dependent signaling in reporter cells; Q293 LMP1-TROYcd NF-kB luciferase reporter, 4 h; inhibition, % at 10 µM; 360,000 compounds, 0.98% hits; AID 1347056;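 active = compounds whose plate-normalised and pattern-corrected inhibition of the luciferase reporter signal at the single screening dose is 50% or more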
Shn3 inh set2: Schnurri-3 reporter inhibition in Clone20 osteoblasts. Clone20 osteoblast Shn3 3'UTR firefly luciferase, 24 h. inhibition, % at 12.5 µM. 360,000 compounds, 0.52% hits;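 active = mean inhibition of at least 75% with every replicate also reaching 75%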;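 also: 0% = median of neutral control wells and 100% = pilot-screen positive control compound; some compounds past the cut are filed as inactive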
MITF TRPM1 inh: MITF TRPM1 promoter inhibition in SK-MEL-5 cells; AID 488899; inhibition, % at 12.5 µM; SK-MEL-5 TRPM1 promoter luciferase, 24 h; 330,000 compounds, 0.83% hits;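 active = mean inhibition across replicates of 60% or more, whatever share of single replicates reaches that level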; also: values of inactives mirror those of a sister screen read the other way
KKLEB tox: counter-screen for CF NF-kB inhibitors: cytotoxicity | KKLEB CF airway cells viability, ATPlite luminescence, overnight; stronger effect = lower value; cells stimulated with P. aeruginosa culture filtrate | activity change (cytotoxicity), % at 5 µM | 360,000 compounds, 0.36% hits | AID 602141;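 active = corrected activity change at or below -50% at 5 µM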
NR2E3 ag-2: activates human photoreceptor nuclear receptor NR2E3; Q9Y5X4; GST-NR2E3/biotin-RetCOR TR-FRET, 1536-well; inhibition of corepressor binding, % at 4.78 µM; 320,000 compounds, 0.12% hits; AID 2300;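 active = percent inhibition above the cutoff of mean plus 3 SD of all tested compounds, set per screening campaign, cut at about 20% in these data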;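 also: 0% = DMSO wells and 100% = biotin wells as full block of FRET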
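Material – GST-tagged NR2E3 plus biotinylated RetCOR corepressor · Quantity – NR2E3 fusion 1.35 nM · Times – 5 h incubation at 4 °C · Medium – pH 7.5 Tris-based buffer · Technique – TR-FRET, Eu(K)-anti-GST donor, streptavidin-D2 acceptor, ex 340, em 617/671 nm · Benchmarks – high control biotin, low control 0.6% DMSO · Format – 1536-well plates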
TWEAK Fn14 block: TWEAK-Fn14 signaling inhibition; TWEAK-stimulated Fn14 reporter cells, luciferase luminescence, 8 h; inhibition, % at 10 µM; 360,000 compounds, 2% hits; AID 1159606; in the data active = inhibition above about 50%
The depositor's hits bear a star; x = no result given. The list is partial, so the mix of outcomes need not match the whole.

No.	SMILES	CF NFkB block	Peg3 prom inh	HIF-2a inh	C8 TRAIL sens	NR2E3 ag-1	TROY signal inh	Shn3 inh set2	MITF TRPM1 inh	KKLEB tox	NR2E3 ag-2	TWEAK Fn14 block
1	CCOC(=O)c1ccc(Nc2cc(C)nc(-c3ccccc3)n2)cc1	-17	27	-13	26	-31	71*	8	8	-8	-5	12
2	Cc1ccnc2c1NC(=O)c1cccnc1N2C1CC1	-11	-9	-2	1	7	-5	-12	-12	4	5	1
3	C=C(C)c1cccc(C(C)(C)NC(=O)Nc2ccc(C(N)=O)cc2)c1	15	-5	28	-2	-9	9	19	4	-17	5	3
4	COc1cc(NC(=O)c2c(F)cccc2F)c(Cl)cc1Cl	5	-21	-35	1	-1	3	-2	-9	-9	5	-14
5	CC(=O)N(NC(N)=O)C(C)CC(=O)C1C(C)C=CCC1(C)C (stereo unspecified)	-1	-1	24	-3	-27	20	-6	-12	-1	4	-2
6	CCOC(=O)c1ccc(S(=O)(=O)n2c(CN3CCCCC3)nc3ccccc32)cc1	3	13	-7	-1	-13	-20	11	-1	-7	-2	11
7	CC1CC(C)CN(C(=O)CSC2=Nc3ccccc3C3=NC(Cc4c[nH]c5ccccc45)C(=O)N23)C1 (stereo unspecified)	-11	16	17	0	-16	4	-1	14	-13	3	19
8	Cc1cc(C)c(OCC(O)CNC(C)(C)C)c(C)c1 (stereo unspecified)	22	-1	13	0	-4	-4	-16	-1	-7	-1	-1
9	Cc1ccc(S(=O)(=O)N(C)c2ccc(OCC(=O)N3CCCC(C(F)(F)F)C3)cc2)cc1 (stereo unspecified)	-4	11	7	-2	-14	13	9	8	8	0	12
10	O=C(Nc1ccc([N+](=O)[O-])cc1)c1nc[nH]c1C(=O)NC1CCCCC1	35	49	19	4	-5	32	39	10	-51*	0	11
11	O=C(CN1CCOCC1)Nc1c(C(=O)C2CC2)oc2ccccc12	5	14	15	-5	14	-7	-3	13	-14	0	1
12	CC1CC=C2C(C#N)=C(N)C(C#N)(C#N)C(c3cccs3)C2C1 (stereo unspecified)	-7	-3	13	-5	-50	4	2	17	5	-1	14
13	CCOc1ccccc1NC(=S)N1CCN(c2ccc(OC)cc2)CC1	10	16	9	-5	-13	-9	-1	10	-10	3	0
14	COc1ccc(-n2nnnc2SCC(=O)NC2CCCC2)cc1OC	-10	2	10	8	1	-2	8	11	-8	3	24
15	COc1cc(C(=O)NNC(=O)/C=C/c2ccco2)cc(OC)c1OC	-17	5	-1	-4	9	-13	-20	-1	11	x	13
16	CCc1c(C)sc(NC(=O)CN2CCN(C(=O)c3ccco3)CC2)c1C(=O)OC	0	29	22	11	27	2	11	-1	-13	-2	-10
17	O=C(CSc1nnc(-c2cnccn2)n1Cc1ccco1)c1ccc(Cl)cc1	-8	-15	3	2	6	17	-14	6	2	1	4
18	Cc1ccc(NC(=O)c2cc(S(=O)(=O)NCC3CCCO3)ccc2F)cc1 (stereo unspecified)	-16	-13	-20	-11	6	-6	12	x	-1	x	-17
19	CCCc1nc2c(C)ccc(C)c2c(N)c1CC	-10	12	3	-4	-20	10	-7	10	-4	-3	-13
20	Cc1ccccc1C(=O)c1cccn1CC(=O)NCc1ccc(F)cc1	-2	-58	-67	-11	-17	-17	-9	-8	1	1	-13
21	CC(=O)Nc1c(Cl)c(Cl)c2c(c1Cl)Cc1cc(Cl)ccc1-2	-2	11	17	4	-23	1	-9	10	0	x	29
22	CCN(CC)C(=O)c1cc(-c2ccccc2OC)on1	-7	-170	-265	3	-72	-68	-17	-28	2	-3	-36
23	O=S(=O)(c1cccs1)N1CCCc2cccc(O)c21	8	-207	-210	10	-131	-71	-54	-89	-11	3	-13
24	COc1ccccc1-c1ccc(=O)n(CC(=O)NCc2ccco2)n1	0	10	-2	-1	-32	15	-12	-12	2	-1	-1
25	Cc1cc(C)c(C#N)c(N2CCOCC2)n1	9	10	15	-1	-8	-1	-6	-3	1	4	-18
26	CCOC(=O)c1ccc(S(=O)(=O)N2CCC(C(=O)OCC)CC2)cc1	-3	16	-3	-4	2	15	10	1	-4	4	13
27	CC1(C)CC(=O)C(C=NCCN2CCN(C(=S)Nc3ccccc3)CC2)=C(O)C1	-5	-18	-14	-3	10	-4	14	-5	-3	0	-20
28	CCN(CC)C(=O)Cn1cnc2sc(C(=O)NCCCN3CCOCC3)c(C)c2c1=O	-5	16	4	-5	-4	7	-6	2	-9	6	-9
29	CCc1ccc(N(C(=O)c2csnn2)C(C(=O)NC2CCCCC2)c2ccncc2)cc1 (stereo unspecified)	-3	-6	-47	-5	-35	-30	13	18	-22	2	-7
30	Cc1ccccc1NC(=O)CN1C(=O)S/C(=C\c2ccc(-c3cccc(C(=O)O)c3C)o2)C1=O	-1	-8	13	-9	-16	-12	-10	-17	1	-4	-20
31	COc1ccc(-c2coc3c(C(=O)NCc4cccs4)cccc23)c(C)c1	29	22	-24	25	-37	-3	25	x	-9	x	42
32	CCOC(=O)c1cc(NCc2cccs2)ccc1N1CCOCC1	4	12	11	3	-14	5	7	9	-4	-2	-2
33	COc1ccc(N2C(=O)C3CC=C(Cl)CC3C2=O)cc1 (stereo unspecified)	1	0	3	-10	-6	5	-3	13	15	1	-7
34	COc1ccc(Cl)cc1NC(=O)CN1CCN(S(=O)(=O)N2CCC(C)CC2)CC1	-13	5	15	-8	12	14	10	2	7	3	-28
35	Nc1ccc(S(=O)(=O)c2ccc(NC(=O)c3cccnc3)cc2)cc1	-2	-8	-38	-1	26	-9	-4	-6	-7	x	-22
36	C=CCn1c(SCC(=O)Nc2cc3oc4ccccc4c3cc2OC)nnc1-c1cnccn1	-8	-1	-18	4	-4	-16	-15	12	2	-1	45
37	Cc1nc2cc(Cl)ccc2c(=O)n1Cc1ccncc1	1	-1	8	15	-3	-11	-42	-6	-9	0	0
38	CCn1cc([N+](=O)[O-])c(C(=O)N2CCOCC2)n1	0	6	12	-6	-5	-21	-4	12	10	-5	18
39	CS(=O)(=O)N1N=C(c2cccs2)CC1c1ccc(Cl)o1 (stereo unspecified)	3	-62	-59	-5	-4	-4	-42	-21	15	8	-6
40	CCn1nc(C)c(C(=O)Nc2cc(Oc3cc(C)cc(C)c3)cc([N+](=O)[O-])c2)c1C	3	29	16	-2	-35	13	3	-8	-22	1	19
41	CCn1c2ccccc2c2cc(NC(=O)c3ccc(Br)o3)ccc21	0	-11	11	6	-13	12	-4	3	-3	0	-4
42	Cc1cccc(N2C(=O)N3[C@H](c4ccc(Br)cc4)[C@@H]4C(=O)N(C(C)(C)C)C(=O)[C@@H]4[C@]3(C)C2=O)c1	-14	7	26	-12	-14	13	-5	4	5	4	16
43	Cn1c(=O)[nH]c(=O)c2c1nc(SCCCO)n2CCCc1ccccc1	0	6	22	13	2	-8	-1	-19	-6	4	-14
44	CCOC(=O)[C@]12Cc3c(cc(OC)c(OC)c3OC)[C@H]1N(CCC(=O)OC)C(=O)c1cc(OC)ccc12	x	x	16	21	-24	2	x	x	x	x	14
45	COc1ccc(C2C3C=CCC(c4cccc(-c5ccc(C)cc5)c4)C3C(=O)N2Cc2ccccc2)cc1Cl (stereo unspecified)	42	26	24	9	-16	-1	33	6	-17	3	-28
46	CCN(CC)C(=O)C1=C(C)NC(=S)NC1c1cn(-c2ccccc2)nc1-c1ccc(Cl)cc1 (stereo unspecified)	2	5	6	-5	-2	-2	8	-14	-2	2	-9
47	NC(=O)[C@@H]1CCCCNc2c(F)cc([N+](=O)[O-])cc2C(=O)N[C@@H](CC(=O)O)C(=O)NCC(=O)N1	23	3	2	7	-10	-10	-12	-2	7	-1	-19
48	CCCC(C)(C)C(=O)N1CCC1(C)C(=O)Nc1ccc2c(c1)OCCO2 (stereo unspecified)	4	13	6	-3	-7	0	6	x	5	x	18
49	CC1C(c2ccccc2)OCCN1C(=S)NC(=O)c1ccccc1 (stereo unspecified)	2	3	-1	4	19	-6	-23	x	-13	x	34
50	O=C(CN1CCN(C(=O)C2CC2)CC1)Nc1cc(C(F)(F)F)cc(C(F)(F)F)c1	2	13	8	20	-10	11	13	7	10	4	0
51	Cn1c(=O)c2c(nc(Br)n2Cc2ccc3ccccc3c2)n(C)c1=O	-16	46	-7	31	-34	9	41	9	-2	-9	35

Arranged by SMILES length (smallest number first): 7 of the compounds above.
No.	SMILES	CF NFkB block	Peg3 prom inh	HIF-2a inh	C8 TRAIL sens	NR2E3 ag-1	TROY signal inh	Shn3 inh set2	MITF TRPM1 inh	KKLEB tox	NR2E3 ag-2	TWEAK Fn14 block
49	CC1C(c2ccccc2)OCCN1C(=S)NC(=O)c1ccccc1 (stereo unspecified)	2	3	-1	4	19	-6	-23	x	-13	x	34
43	Cn1c(=O)[nH]c(=O)c2c1nc(SCCCO)n2CCCc1ccccc1	0	6	22	13	2	-8	-1	-19	-6	4	-14
51	Cn1c(=O)c2c(nc(Br)n2Cc2ccc3ccccc3c2)n(C)c1=O	-16	46	-7	31	-34	9	41	9	-2	-9	35
45	COc1ccc(C2C3C=CCC(c4cccc(-c5ccc(C)cc5)c4)C3C(=O)N2Cc2ccccc2)cc1Cl (stereo unspecified)	42	26	24	9	-16	-1	33	6	-17	3	-28
44	CCOC(=O)[C@]12Cc3c(cc(OC)c(OC)c3OC)[C@H]1N(CCC(=O)OC)C(=O)c1cc(OC)ccc12	x	x	16	21	-24	2	x	x	x	x	14
47	NC(=O)[C@@H]1CCCCNc2c(F)cc([N+](=O)[O-])cc2C(=O)N[C@@H](CC(=O)O)C(=O)NCC(=O)N1	23	3	2	7	-10	-10	-12	-2	7	-1	-19
42	Cc1cccc(N2C(=O)N3[C@H](c4ccc(Br)cc4)[C@@H]4C(=O)N(C(C)(C)C)C(=O)[C@@H]4[C@]3(C)C2=O)c1	-14	7	26	-12	-14	13	-5	4	5	4	16
